IDE act = IDE (human) activation, cell-based | P14735 | HEK cells, FAbeta-B cleavage, fluorescence polarization; 0% vehicle, 100% cell-free pure enzyme wells | activation, % at 5.96 µM | actives 0.073% (n = 340,000);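 active = activation above the mean of all tested compounds plus 3 SD, set per screening campaign, cut at about 17% in these data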
GalR3 antag = antagonists of human GalR3; O60755; HEK293 GalR3-CNG cAMP membrane potential fluorescence; galR3 body fused to GalR1 C-terminus; inhibition, % at 3 µM; actives 0.44% (n = 360,000);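 active = inhibition above the screen-wide average plus 3 SD, cut at about 13% in these data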;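 also: forskolin and galanin both at EC90 stimulate the cells; cAMP rise reported by CNG channel membrane potential dye signal; 0% = forskolin plus galanin with DMSO and 100% = forskolin alone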
Target sequence (O60755 1-299 limits assumed): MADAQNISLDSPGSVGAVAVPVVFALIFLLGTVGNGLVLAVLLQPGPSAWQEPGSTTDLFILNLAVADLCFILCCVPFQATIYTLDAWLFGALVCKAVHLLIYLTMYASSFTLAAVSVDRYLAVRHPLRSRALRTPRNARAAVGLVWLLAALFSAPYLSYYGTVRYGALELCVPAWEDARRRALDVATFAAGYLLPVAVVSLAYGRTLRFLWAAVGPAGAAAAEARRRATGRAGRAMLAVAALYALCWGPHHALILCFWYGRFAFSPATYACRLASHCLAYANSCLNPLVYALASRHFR
CRFBP-R2 block = CRF-BP/CRF-R2 complex antagonism | inhibition, % at 11.8 µM | HEK293 CRF-R2/CRF-BP, CRF-induced calcium fluorescence | actives 0.59% (n = 350,000);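 active = inhibition of the ligand-induced calcium signal above about 50% at the single tested concentration, limit read from the data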
CHRM4 PAM = CHRM4 positive allosteric modulation; AID 624126; actives 0.4% (n = 360,000); CHO-K1 hM4/Gqi5, Fluo-8 calcium fluorescence, ACh EC20; 0% = ACh EC20, 100% = maximal ACh; activation, % at 3 µM;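 active = activation above its plate's cutoff, the mean activation of sample wells plus 3 SD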; also: some results filed as inactive read as strong as hits
IDE inh = cellular human IDE inhibition; P14735; HEK cells, FAbetaB cleavage, fluorescence polarization; inhibition, % at 5.59 µM; actives 0.41% (n = 320,000);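 active = percent inhibition above the average of all tested compounds plus 3 SD, set per screening campaign, cut at about 16% in these data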;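 also: IDE supplied by intact live HEK cells; FP after avidin binding of uncleaved biotin substrate so inhibition keeps polarization high; 0% = DMSO wells and 100% = 60 µM reference IDE inhibitor Ii1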
MEKK3 PB1 HTS = raises or lowers MEK5 binding to the human MEKK3 PB1 domain; bead-based flow cytometry, Alexa488-MEK5 binding to MEKK3; actives lie on both sides; 0 = blocked by unlabeled MEK5, 100 = vehicle; binding response (% of control), % at 10 µM; actives 1.4% (n = 290,000);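 active = binding response more than 3 SD above or below the average of its plate-row segment, actives on both sides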;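 also: Alexa488 bead fluorescence after subtracting the streptavidin-only scavenger bead signal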
Target sequence (Q99759 whole entry, looked up, the tested form may be a part): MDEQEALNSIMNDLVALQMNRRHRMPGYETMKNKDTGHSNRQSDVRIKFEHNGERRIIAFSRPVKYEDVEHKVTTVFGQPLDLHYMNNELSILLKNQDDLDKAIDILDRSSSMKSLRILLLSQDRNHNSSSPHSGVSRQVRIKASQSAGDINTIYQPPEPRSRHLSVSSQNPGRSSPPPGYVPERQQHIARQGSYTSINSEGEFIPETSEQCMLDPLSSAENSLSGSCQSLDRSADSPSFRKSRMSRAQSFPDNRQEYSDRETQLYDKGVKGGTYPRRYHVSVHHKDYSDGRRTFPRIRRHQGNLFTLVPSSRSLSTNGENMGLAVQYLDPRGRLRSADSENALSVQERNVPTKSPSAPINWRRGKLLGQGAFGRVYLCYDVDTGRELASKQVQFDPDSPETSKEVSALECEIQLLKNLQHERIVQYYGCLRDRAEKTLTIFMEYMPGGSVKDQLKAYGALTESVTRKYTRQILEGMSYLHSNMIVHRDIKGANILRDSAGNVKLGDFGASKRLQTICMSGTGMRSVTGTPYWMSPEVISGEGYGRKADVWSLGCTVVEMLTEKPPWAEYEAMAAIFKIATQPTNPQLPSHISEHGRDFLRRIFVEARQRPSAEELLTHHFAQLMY
p-CIP stab down = lowers stability of the mouse p/CIP coactivator protein; Q05BA5; F442A p/CIP-EGFP cells, EGFP fluorescence, 16 h; decrease of EGFP signal, % at 10 µM; actives 0.01% (n = 290,000);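 active = EGFP signal decrease of at least 30% at 10 µM or well 3 SD below plate mean, unless failing retest; inactive = the rest, including hits failing retest or dose response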; also: some compounds called inactive have numbers as strong as hits; many of its hits are not listed in these tables
PHOSPHO1 inh = blocks human PHOSPHO1 phosphatase activity. Q8TCT1. recombinant PHOSPHO1, absorbance phosphatase assay. inhibition, % at 13.3 µM. actives 1.1% (n = 290,000); in the data active = inhibition above about 60%
CRFR2-BP ag = agonists of human CRF-binding protein/CRF-R2 receptor complex. activation, % at 13.2 µM. HEK293 CRF-R2/CRF-BP, calcium dye fluorescence (FLIPR); percent of saturating CRF peptide response. AID 588473. actives 0.46% (n = 350,000);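 active = activation of at least 50%, plus an integration ratio under a set limit after plate pattern correction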;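 also: plate controls were neutral control wells without compound for no effect and CRF at EC100 for full effect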
Active calls of the source: *; . = not tested or not shown.

1) O=C(c1cccs1)N1CCC(c2nc3c(nnn3Cc3cccc(Cl)c3)c(=O)[nH]2)CC1
2) N/C(=N\OC(=O)c1ccco1)c1cccc(Br)c1
3) CCOC(=O)[C@H]1[C@H]2COc3ccc(OC)cc3[C@@H]2N2C(=O)CN(Cc3ccccc3)C(=O)[C@@]12C
4) CCN(C(=O)COC(=O)c1cccc(S(=O)(=O)N2CCOCC2)c1)C1CCS(=O)(=O)C1 (stereo unspecified)
5) COc1ccc2[nH]cc(C(=O)CN3CCN(C(=O)c4ccco4)CC3)c2c1

entry no.	1	2	3	4	5
IDE act	-10	-1	0	0	7
GalR3 antag	-10	-7	-5	-3	-4
CRFBP-R2 block	6	28	-4	-4	9
CHRM4 PAM	8	1	-6	11	11
IDE inh	3	8	6	2	3
MEKK3 PB1 HTS	98	105	.	.	102
p-CIP stab down	-6	-15	.	.	-19
PHOSPHO1 inh	35	-20	.	.	-6
CRFR2-BP ag	2.6	-1.2	-0.7	0.2	-0.6

6) CC1(C)C2CCC1(C)C(OC(=O)CC(=O)O)C2 (stereo unspecified)
7) Cc1cccc(C)c1NS(=O)(=O)c1ccc(F)cc1
8) Cc1cc(NC(=O)c2ccc3nc(-c4ccccc4)c(-c4ccccc4)nc3c2)no1
9) O=[N+]([O-])c1ccc(C=CC=Cc2ccccc2)cc1
10) COc1ccccc1-n1cnc2cc(NCc3ccco3)ccc21

entry no.	6	7	8	9	10
IDE act	.	-5	0	.	6
GalR3 antag	-9	2	-7	5	-9
CRFBP-R2 block	-22	4	19	8	-27
CHRM4 PAM	.	9	9	6	-16
IDE inh	-1	-5	3	.	5
MEKK3 PB1 HTS	98	98	99	.	105
p-CIP stab down	-11	-8	-17	.	1
PHOSPHO1 inh	15	-2	24	.	14
CRFR2-BP ag	-0.1	-2.1	0.5	-1.0	0.0

11) O=C(Nc1ccc2c(c1)C(=O)OC2)c1ccc(Cl)cc1
12) Cc1ccc(/C=C/C(=O)N2CC(=O)Nc3ccccc32)o1
13) Cc1ccc(N(Cc2ccc([N+](=O)[O-])cc2)C(=O)c2ccco2)cc1
14) CCOC(=O)C1=C(C)Nc2ncnn2C1c1cc(OC)ccc1OC (stereo unspecified)
15) COC(=O)C(Cc1ccc(O)cc1)NC(=O)Cn1cc(C)c(=O)[nH]c1=O (stereo unspecified)

entry no.	11	12	13	14	15
IDE act	-4	-5	0	2	-3
GalR3 antag	-7	-2	-4	-8	-2
CRFBP-R2 block	11	-2	62*	-6	1
CHRM4 PAM	5	-4	-8	5	8
IDE inh	-4	8	2	-3	.
MEKK3 PB1 HTS	104	116	98	103	.
p-CIP stab down	-6	14	-4	-10	.
PHOSPHO1 inh	16	1	-14	21	.
CRFR2-BP ag	-2.0	-0.1	-4.0	-0.8	-0.2

16) Cc1ccc(Cl)cc1Nc1nc(-c2sc(NC(=O)c3ccccc3)nc2C)cs1
17) C=CCN(C(=O)Nc1ccc(Cl)cc1)C1CC(=O)N(c2ccc(OC)cc2)C1=O (stereo unspecified)
18) O=S(=O)(NC1=NCCC1)c1cccc(NS(=O)(=O)c2ccc(F)c(Cl)c2)c1
19) CCn1cc(Cl)c(C(=O)Nc2cc(C(=O)OC)cc(C(=O)OC)c2)n1
20) CCCCN1C(=O)C2ON(c3ccccc3C)C(c3ccco3)C2C1=O (stereo unspecified)

entry no.	16	17	18	19	20
IDE act	.	0	5	2	1
GalR3 antag	.	-5	-4	5	.
CRFBP-R2 block	.	13	4	10	7
CHRM4 PAM	.	-1	7	-6	-8
IDE inh	4	4	-2	10	3
MEKK3 PB1 HTS	91	.	.	100	108
p-CIP stab down	-4	-4	.	6	-14
PHOSPHO1 inh	-10	-7	.	-8	-17
CRFR2-BP ag	.	-0.8	-0.2	0.8	0.7

21) COc1cc(C(=O)Oc2cc(C)[nH]c(=O)c2[N+](=O)[O-])cc(OC)c1OC
22) CS(=O)(=O)N1CCC(CO)(Cc2ccccc2C(F)(F)F)CC1
23) O=C(NCc1ccncc1)/C(=C/c1cccc([N+](=O)[O-])c1)NC(=O)c1ccccc1
24) CC1=C(C(=O)N(C(C)C)C(C)C)CC(CC(=O)NCc2cccs2)C(=O)N1Cc1ccccc1 (stereo unspecified)
25) CC(C)(C)OC(=O)CNC(=O)c1nc[nH]c1C(=O)N1CCc2ccccc2C1

entry no.	21	22	23	24	25
IDE act	1	-2	0	.	5
GalR3 antag	3	-3	0	-7	-4
CRFBP-R2 block	14	-9	1	24	8
CHRM4 PAM	-1	-3	-7	6	-5
IDE inh	4	-10	1	.	0
MEKK3 PB1 HTS	107	97	90	.	100
p-CIP stab down	6	1	-13	.	-4
PHOSPHO1 inh	4	39	27	.	-19
CRFR2-BP ag	2.5	2.5	-0.6	-0.1	0.0

26) CN(C(=O)COC(=O)c1ccccc1C(=O)c1ccccc1)c1ccccc1
27) COCCOC1CCN(C(=O)c2cc(COc3ccc(-n4cncn4)cc3)on2)CC1
28) CSc1nc(N)nc2c1ncn2CC(=O)Nc1ccc(C)c(C)c1
29) CCOc1ccccc1CN1CCCC(CNC(=O)Cc2ccc(OC)cc2)C1 (stereo unspecified)
30) CCOc1cccc(/C=N/NC(=S)Nc2cc(S(=O)(=O)N3CCOCC3)ccc2N2CCOCC2)c1O

entry no.	26	27	28	29	30
IDE act	2	4	-2	5	-4
GalR3 antag	-8	-3	-8	-7	-1
CRFBP-R2 block	-10	9	4	17	9
CHRM4 PAM	13	2	-4	-12	-1
IDE inh	5	-6	-1	3	-2
MEKK3 PB1 HTS	.	104	.	104	105
p-CIP stab down	.	-15	.	-7	-5
PHOSPHO1 inh	.	4	.	3	2
CRFR2-BP ag	0.7	1.3	-1.3	-1.7	0.6

31) O=C(COC(=O)/C=C/c1ccc(Cl)cc1Cl)Nc1cc(C(F)(F)F)ccc1N1CCOCC1
32) COc1ccc(-c2coc3cc(OC)cc(OC)c3c2=O)cc1
33) Cc1ccc(S(=O)(=O)Nc2cc(C(=O)O)ccc2N2CCCCC2)cc1
34) Cc1cccc(C(=O)OCC(=O)c2csc(N3CCCCC3)n2)c1[N+](=O)[O-]
35) Cc1ccc(NC(=O)CCc2c(C)nn(-c3ccc(N4CCCCC4)nn3)c2C)cc1

entry no.	31	32	33	34	35
IDE act	0	4	3	4	-1
GalR3 antag	-3	-2	-5	-6	0
CRFBP-R2 block	0	7	23	11	9
CHRM4 PAM	27	-6	-8	-15	-2
IDE inh	3	0	4	5	13
MEKK3 PB1 HTS	86	109	100	.	94
p-CIP stab down	6	-6	-9	.	-10
PHOSPHO1 inh	5	32	-5	.	48
CRFR2-BP ag	1.7	-2.9	0.3	0.0	0.0

36) CC(=O)c1ccc(N2Cc3ccccc3C3(CCOCC3)C2=N)cc1
37) S=C(NCCc1ccc(Cl)cc1)Nc1ccc(Cl)cc1Cl
38) CCC(=O)N1C(C(=O)O)CSC1c1ccc(OC)cc1 (stereo unspecified)
39) COc1cccc(NC(=O)CN2C(=O)CSc3ccc(S(=O)(=O)N4CCC(C)CC4)cc32)c1
40) O=C(Nc1cc(Br)ccc1O)c1cc(-c2ccc3c(c2)OCO3)on1

entry no.	36	37	38	39	40
IDE act	-2	-9	0	1	3
GalR3 antag	-5	-4	1	-7	5
CRFBP-R2 block	5	19	-8	-17	70*
CHRM4 PAM	2	-16	2	4	2
IDE inh	0	5	-4	7	1
MEKK3 PB1 HTS	108	96	100	100	99
p-CIP stab down	-10	-2	-17	3	-8
PHOSPHO1 inh	48	-6	13	7	2
CRFR2-BP ag	0.2	0.3	0.3	0.0	-2.3

41) COc1ccc(/C=N/NC(=O)CCC(=O)Nc2ccccc2)cc1OC
42) COc1ccccc1C(=O)NCCc1nc2ccccc2[nH]1
43) O=C(Nc1ccn(Cc2ccccc2)n1)c1n[nH]c([N+](=O)[O-])c1Cl
44) COC(=O)c1sccc1NS(=O)(=O)c1ccc(OC)cc1
45) COc1ccccc1-c1coc2c(CN3CCC(C)CC3)c(O)ccc2c1=O

entry no.	41	42	43	44	45
IDE act	3	-3	-5	-2	5
GalR3 antag	-4	-2	-5	-8	-11
CRFBP-R2 block	2	-3	23	8	8
CHRM4 PAM	2	16	-1	-8	10
IDE inh	-5	0	4	2	4
MEKK3 PB1 HTS	107	96	99	85	102
p-CIP stab down	-4	-5	0	-5	6
PHOSPHO1 inh	-2	1	-5	29	.
CRFR2-BP ag	-3.6	4.1	-0.8	-2.4	-1.3

46) O=C(CN1CCCCC1)Nc1cc(Cl)ccc1Cl
47) CC1=CC(C)(C)N2C(=O)C3(C(C#N)=C(N)Oc4cc(O)ccc43)c3cccc1c32 (stereo unspecified)
48) COc1ccc2[nH]c3c(N4CCC(O)(c5cccc(C(F)(F)F)c5)CC4)ncnc3c2c1
49) COc1ccc(OC(C)C(=O)Nc2ccc([N+](=O)[O-])cc2)cc1 (stereo unspecified)
50) COC(=O)[C@@]1(Cc2ccc(F)cc2)[C@H]2c3cc(C(=O)N(C)C)n(C[C@H](O)CO)c3C[C@H]2CN1C(=O)c1ccccc1

entry no.	46	47	48	49	50
IDE act	4	4	-5	3	2
GalR3 antag	-7	3	4	-7	-3
CRFBP-R2 block	-16	-5	-11	38	0
CHRM4 PAM	13	10	1	-7	1
IDE inh	3	4	23*	-2	6
MEKK3 PB1 HTS	106	98	108	86	82
p-CIP stab down	-10	-2	6	5	2
PHOSPHO1 inh	-7	4	6	0	-6
CRFR2-BP ag	-2.1	-2.7	-3.1	-0.4	-0.8

51) Cc1onc(-c2ccccc2)c1C(=O)N1CCCN2C(=O)c3ccccc3C21 (stereo unspecified)
52) COc1ccc(CCNC(=O)C2CCN(C(=O)c3ccc(Br)cc3)CC2)cc1OC
53) CC(C)=CCOc1c2ccoc2c(OCC=C(C)C)c2oc(=O)ccc12
54) CC(C)CCN(C(=O)Cc1ccccc1F)c1c(N)n(Cc2ccccc2)c(=O)[nH]c1=O
55) O=C(COc1ccc(Cl)cc1)Nc1ccc(C(=O)NCc2cccnc2)cc1
56) CCC(=O)N(Cc1cc2c(C)ccc(C)c2[nH]c1=O)C1CCCCC1
57) Cc1ccc(C(=O)Nc2ccc(NC(=O)c3ccco3)c(C)c2)cc1
58) O=C(O)C1CC=CCC1C(=O)N1CCc2ccccc21 (stereo unspecified)

entry no.	51	52	53	54	55	56	57	58
IDE act	3	3	-15	3	-1	9	1	-1
GalR3 antag	3	-9	0	-3	.	1	-9	-1
CRFBP-R2 block	17	10	31	3	-4	-42	4	11
CHRM4 PAM	-15	2	-2	6	-8	18	4	1
IDE inh	0	3	13	-1	0	2	-4	2
MEKK3 PB1 HTS	104	107	.	97	97	109	97	110
p-CIP stab down	-2	0	.	2	-22	-5	2	-8
PHOSPHO1 inh	-4	19	.	-4	36	11	35	-14
CRFR2-BP ag	-0.5	-1.7	-1.3	-0.6	0.5	23	-0.9	1.4

From PubChem
